# High-throughput results: PubChem BioAssay, National Center for Advancing Translational Sciences (NCATS)
# HT1080-NT tox = kills 2HG-producing HT-1080-NT fibrosarcoma cells; HT-1080-NT fibrosarcoma viability, CellTiter-Glo ATP luminescence, 48 h; Potency, µM (doses to about 46.1 µM), for inactives: at the highest dose activity, negative = less viability, most hits filed as cytotoxic; actives 1.6% (n = 360,000); AID 686970;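 note: NT is the 2HG producing partner of a matched IDH1 knockdown line; potency is the fitted concentration of half-maximal effect; 0% = DMSO-treated cells and -100% = media-only wells without cells; nearly all actives have a fitted effect of over 55% in size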
#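 Compounds were tested in concentration-response format on HT-1080-NT cells for 48 hours at 37 degrees C. Cell viability came from CellTiter-Glo luminescence; curves were classified by r2, response magnitude and activity.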
# HT1080 IDH1KD tx = HT-1080 IDH1 knockdown cell toxicity (counter line); AID 686971; Potency, µM (doses to about 46.1 µM), for the others: top-dose activity, negative = toxicity, actives largely listed as cytotoxic; HT-1080 IDH1 knockdown viability, ATP luminescence, 48 h; actives 2% (n = 360,000);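 note: potency is the fitted concentration of half-maximal effect; 0% = DMSO wells and -100% = cell-free medium wells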
#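 Viability of IDH1-knockdown HT-1080 fibrosarcoma cells was assessed by CellTiter-Glo after 48 h at 37 °C with titrated compound; concentration-effect curves were classified by fit quality and response size.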
# MCF10A rerep = induces DNA re-replication in MCF 10a normal breast cells. MCF 10A DNA re-replication, Hoechst nuclear intensity, 48 h. Potency, µM (titrated, usually from 46.1 µM), for the others: top-dose activity, positive = re-replication, hits mostly activators. actives 2.9% (n = 350,000). AID 624296; note: potency is the fitted concentration of half-maximal effect; % of control where 0% means no effect; nearly all actives have a fitted effect of over 50% in size
# SW480 rerep = induces DNA re-replication in SW480 colon adenocarcinoma cells. SW480 DNA re-replication, Hoechst DNA content imaging, 48 h. AID 624297. Potency, µM (highest dose often 46.1 µM), inactives show top-dose re-replication activation, actives largely listed as activators. actives 1.8% (n = 340,000); note: potency is the fitted concentration of half-maximal effect; % of control where 0% means no effect; nearly all actives have a fitted effect of over 55% in size
#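 Image-based DNA-content assay: after two days of treatment, nuclei were labelled with the DNA dye Hoechst and imaged, and hits were compounds raising the count of nuclei showing high fluorescence intensity.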
# KB-V1 cytotox = kills drug-selected multidrug resistant KB-V1 cells; AID 1347076; actives 3.4% (n = 400,000); Potency, µM (top dose mostly 46.1 µM), without a hit: at the top dose activity change, negative = cytotoxicity, hits mostly cytotoxic; KB-V1 MDR cells viability, CellTiter-Glo, 72 h; note: potency is the fitted concentration of half-maximal effect; % is set by controls: 0 for no effect and ±100 for the full control effect; nearly all actives have a fitted effect of over 60% in size
#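 Readout: CellTiter-Glo luminescence, 10 min after addition. Cells: KB-V1 MDR subline, 72 h at 37 degrees C with compound. Analysis: corrected, normalized data fitted to concentration-effect curves.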
# KB-3-1 tox = KB-3-1 parental cell cytotoxicity; KB-3-1 viability, CellTiter-Glo ATP luminescence, 72 h; Potency, µM (titrated, usually from 46.1 µM), for the others: at the highest dose activity change, negative = cytotoxic, most hits filed as cytotoxic; actives 1.4% (n = 400,000); note: potency is the fitted concentration of half-maximal effect; % is set by controls: 0 for no effect and ±100 for the full control effect; nearly all actives have a fitted effect of over 60% in size
#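 KB-3-1 parental drug-naive adenocarcinoma cells in DMEM/10% FBS, incubated 72 h at 37 C with pin-transferred compounds across a concentration series. Viability by CellTiter-Glo luminescence; concentration-response curves fitted after normalization.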
# HEK293 tox = cytotoxic in the GLP-1 receptor inverse agonist counter-screen; HEK293 cAMP-luciferase reporter cells, luminescence, 24 h; Potency, µM (doses to about 38.3 µM), for inactives: at the top dose activity change, negative = inhibition, usual class: inhibitors; actives 0.13% (n = 410,000); AID 624418;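 note: loss of luciferase light is scored as toxicity; potency is the fitted concentration of half-maximal effect; % is set by controls: 0 for no effect and ±100 for the full control effect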
#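 Quantitative HTS format, 1536 wells, 200 cells/uL seeded. Compounds: 23 nL, 24 h, 37 °C. Detection: luciferase reagent, luminescence at 12 min RT; decreased signal taken as cytotoxic.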
# IL-1B inflam inh = inhibitors of inflammasome signaling (IL-1 beta secretion); THP-1 LPS/ATP IL-1B secretion, AlphaLISA, 16 h; active compounds read low; activity change, % at 57.5 µM; actives 4.7% (n = 360,000); in the data active = activity change below about -50%; inconclusive = mostly about -30% to -49%; note: % is set by controls: 0 for no effect and ±100 for the full control effect
#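 Secreted IL-1B measured by AlphaLISA bead assay after 16 h compound exposure of THP-1 cells; compounds (final up to 57.5 uM) added 1 h before LPS (250 ng/mL) and ATP (1.25 mM) stimulation; lower signal means less secretion.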
# DRD3 agonist = activates the human D3 dopamine receptor. P35462. D3R DiscoveRx beta-arrestin cells, luminescence, 90 min. max activation, %. actives 0.58% (n = 410,000); in the data active = max activation above about 30%; note: 0% is about no effect; mostly tested at two doses, the higher about 12 µM
# Target sequence (P35462 whole entry, looked up): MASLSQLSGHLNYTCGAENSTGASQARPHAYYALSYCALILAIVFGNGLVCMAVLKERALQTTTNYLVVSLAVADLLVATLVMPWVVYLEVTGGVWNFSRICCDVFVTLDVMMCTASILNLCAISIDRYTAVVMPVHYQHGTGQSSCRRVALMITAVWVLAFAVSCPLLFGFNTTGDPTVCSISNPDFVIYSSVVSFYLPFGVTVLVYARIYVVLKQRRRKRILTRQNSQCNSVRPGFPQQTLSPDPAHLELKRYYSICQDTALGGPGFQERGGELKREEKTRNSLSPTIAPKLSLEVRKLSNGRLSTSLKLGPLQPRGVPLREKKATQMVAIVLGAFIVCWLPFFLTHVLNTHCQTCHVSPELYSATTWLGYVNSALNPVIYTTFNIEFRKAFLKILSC
#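 Agonist mode: compounds and dopamine controls were applied to plated cells for 90 min at 37 degrees C after an overnight attachment at 1500 cells/well. Luminescent read-out followed 30 - 60 minutes at room temperature with DiscoveRx detection reagent.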
# * = called active by the depositor; ? = inconclusive; . = not tested or not shown; [ ] = dose if it differs, or a comment. Unless noted, calls come from the whole dose curve; as a rule, active = well fitted curve in the direction sought with a large enough effect; inconclusive = small, poorly fitted or top-dose-only effect, or another doubt; inactive = no such curve, though single readings can be large; an effect the other way counts as inactive or inconclusive.
SMILES,HT1080-NT tox,HT1080 IDH1KD tx,MCF10A rerep,SW480 rerep,KB-V1 cytotox,KB-3-1 tox,HEK293 tox,IL-1B inflam inh,DRD3 agonist
FC(F)(F)c1nnc2c(Sc3ccccc3)nc3ccccc3n12,?,?,?,?,?,11.6µM*,-14.0%,?,5.7
Cc1cccc(NCCNc2cccc(C)c2)c1,11.8%,1.0%,4.2%,1.2%,2.7%,13.0%,6.5%,-19.9,5.5
Cc1cc(C)c(S(=O)(=O)N2CCN(C(=O)C3COc4ccccc4O3)CC2)c(C)c1 (stereo not drawn),-17.9%,-5.2%,29.2%,3.2%,-1.2%,18.6%,-2.2%,-2.4,20.2
CCn1c(SCC(=O)NC2CC2)nnc1-c1ccncc1,24.1%,11.5%,0.0%,0.5%,?,-3.3%,-10.0%,20.7,-2.2
O=C(NCC(c1cccs1)N1CCOCC1)c1ccc(Cl)c([N+](=O)[O-])c1 (stereo not drawn),6.8%,-5.2%,?,3.6%,-20.1%,-4.6%,-4.1%,-93.6*,-1.2
CCN(CC)S(=O)(=O)c1ccc(Cl)c(NC(=O)COC(=O)/C=C/c2ccc(O)c(OC)c2)c1,-14.7%,-14.5%,-3.2%,-1.0%,27.3%,13.8%,8.2%,15.5,-3.1
Cc1c(C)n2c(SCC(=O)N3CCOCC3)nnc2[nH]c1=O,5.8%,10.4%,3.3%,0.1%,17.1%,-7.8%,-1.3%,1.6,0.3
CC(C)C(OC(=O)c1ccco1)C(=O)NC1CCCC1 (stereo not drawn),15.9%,7.3%,-22.8%,-27.2%,-1.1%,4.2%,-3.6%,-2.5,5.3
CC1(C)C2CCC(C2)C1(C)NC(=O)CNCC1CCCCC1 (stereo not drawn),-16.8%,-13.4%,9.7%,11.3%,-17.0%,-0.7%,-17.1%,-78.2*,15.6
CC(C)[C@H](NC(=O)c1ccccc1)C(=O)OCC(=O)N1CCc2ccccc2C1,-2.8%,-3.3%,3.4%,-11.4%,9.2µM*,3.5%,-2.7%,20.3,-1.6
Cc1nnc(C)n1/N=C/c1ccc(-c2ccccc2)cc1,0.2%,10.7%,5.2%,0.0%,-0.3%,2.1%,-16.3%,-8.9,-15.5
Nc1nc(SCC(=O)c2ccc(Oc3ccccc3)cc2)n[nH]1,-1.9%,?,0.5%,-1.0%,12.8%,18.4%,-17.7%,-6.5,3.2
COc1cc(CNCc2ccc(OC)cc2OC)cc(OC)c1,-3.7%,-8.4%,4.3%,4.9%,?,-8.9%,-3.9%,-8.3,-1.7
COc1ccc(/C=N/N=C2\SCC(=O)N2c2c(C)n(C)n(-c3ccccc3)c2=O)cc1OC,-8.3%,-10.0%,24.1%,0.1%,6.4%,17.5%,-13.4%,8.9,5.0
O=C(O)c1ccc2c(c1)S(=O)(=O)c1cc(Cl)ccc1C2=O,15.4%,11.6%,-30.4%,-2.5%,17.8%,8.8%,-20.6%,14.7,11.3
CC(CN(C(N)=O)c1ccccc1O)C(=O)O (stereo not drawn),3.3%,0.6%[9.24 µM],-2.2%,-7.5%,0.2%,-11.7%,1.6%,6.9,5.5
COc1cccc(NC(CNS(=O)(=O)c2ccc(C)cc2)c2ccccc2)c1 (stereo not drawn),.,.,.,.,18.4µM*,?,-6.5%,.,5.2
O=C(Nc1ccc2c(c1)CCC2)c1ccccc1F,-9.3%,-9.7%,16.5%,14.8%,?,-20.0%,1.5%,-0.6,-4.1
O=C(O)c1ccccc1OCc1ccccc1Cl,9.7%,-8.9%,-1.1%,-5.4%,0.0%,14.9%,-1.8%,6.3,2.5
Cc1cc([N+](=O)[O-])ccc1NCc1ccc2ccccc2c1,-24.5%,-9.5%,-7.5%,-3.8%,-18.2%,-2.0%,-8.5%,0.0,-12.3
CC(C)CNC(=O)c1ccccc1NC(=O)CSCc1ccccc1,-12.4%,-11.7%,-6.0%,3.7%,0.3%,3.4%,-23.0%,27.4,-9.2
CN1C(=O)CS(=O)c2ccc(C(=O)NCCC3=CCCCC3)cc21 (stereo not drawn),2.8%,-3.9%,9.3%,3.2%,8.6%,-23.7%,-6.6%,35.8,1.6
O=C(c1ccc(F)cc1)N1CCN(c2cnn(-c3ccccc3)c(=O)c2Cl)CC1,-4.3%,-0.2%,2.6%,-4.8%,-5.5%,-10.9%,15.7%[7.66 µM],-9.9,-3.2
COc1ccccc1N1CCN(C(=O)c2cc3cc(F)ccc3[nH]2)CC1,?,-9.4%,?,-1.1%,-14.3%,1.9%,-4.0%,?,1.8
Cc1ccc(NS(=O)(=O)c2cc(NC(=O)c3ccc4c(c3)NC(=O)CS4)ccc2C)c(C)c1,?,?,?,-1.4%,-18.9%,?,-24.4%,-115.5*,3.5

# Additional results
SMILES,HT1080-NT tox,HT1080 IDH1KD tx,MCF10A rerep,SW480 rerep,KB-V1 cytotox,KB-3-1 tox,HEK293 tox,IL-1B inflam inh,DRD3 agonist
Cc1ccc(CN2CCNC(=O)C2CC(=O)N(C)C(C2CC2)C2CC2)o1 (stereo not drawn),-2.6%,-0.3%,15.1%,0.4%[1.84 µM],-3.3%,-4.5%,-5.8%,2.8,9.2
Cc1cc(C)cc(S(=O)(=O)Cc2noc(C(=O)NCc3ccccc3)c2C(=O)NCc2ccccc2)c1,5.1%,0.9%,-8.0%,11.5%,?,-0.2%,-2.8%,-20.3,-1.8
COc1ccc(C2=CC(=O)OC3(CCCC3)O2)cc1,1.1%,4.6%,0.5%,-1.4%,3.0%,-0.5%,-0.5%,21.3,2.0
O=C(Nc1cccc(S(=O)(=O)N2CCOCC2)c1)c1ccc(=O)[nH]c1,-0.3%,0.8%,-1.0%,-6.4%,0.0%,1.8%,1.5%,20.3,-2.1
Cc1ccc(Cl)cc1NC(=S)N/N=C/c1cccc2ccccc12,3.66µM*,2.59µM*,8.2µM*,8.2µM*,2.06µM*,5.8µM*,-37.1%,47.3,-19.7
CN(CCOc1ccccc1)C(=O)C1CCN(C(=O)c2ccc(Cl)cc2)CC1,-1.8%,-6.4%,-3.7%,1.1%,.,.,-13.6%,0.1,3.7
O=C(Cn1cnc([N+](=O)[O-])n1)NCCc1ccccc1,21.7%,5.5%,?,-10.4%,18.3%,15.7%,-9.7%,8.9,-0.8
COc1cccc(CN2CCN(Cc3ccc(OC)c(OC)c3)CC2CCO)c1 (stereo not drawn),7.5%,10.6%,0.7%,-3.1%,-6.6%,-0.2%,0.8%,32.3,-4.1
COCCNC(=O)C1(C)CCN(C(=O)c2sccc2C)C1 (stereo not drawn),22.0%,15.1%,.,.,-2.0%,0.0%,2.3%,0.0,-2.5
CC(Sc1nnc(-c2ccc(OC(F)F)cc2)o1)C(=O)NCC1CCCO1 (stereo not drawn),12.0%,17.5%,-7.2%,-28.5%,-19.8%,-9.1%,5.5%,-6.9,4.4
Cc1noc(C)c1NC(=O)N(C)C[C@H]1OCCCC[C@@H](C)Oc2ccc(NC(=O)c3ccccc3)cc2C(=O)N([C@H](C)CO)C[C@@H]1C,-0.3%,1.4%,.,.,-5.6%,10.1%,4.7%,-13.9,-4.8
CC(=O)c1ccc(Nc2nc(-c3ccccc3)nc3ccccc23)cc1,?,-19.6%,?,3.7%,-24.2%,1.0%,2.9%,-60.0*,2.9
CCNS(=O)(=O)c1ccc(OC)c(C(=O)NC2CCCCC2)c1,5.3%,5.4%,2.6%,-14.7%,-5.3%,11.5%,-6.1%,23.1,4.5
CCOC(=O)[C@H]1[C@H]2COc3ccc(Br)cc3[C@@H]2N2C(=O)CN(CC3CCCO3)C(=O)[C@@]12C (stereo partly drawn),0.0%,0.0%,23.5%,-0.2%,11.3%,8.2%,3.5%,-13.0,-14.3
C/C(=N/O)c1cccc(N2Cc3ccccc3C2)c1,1.3%,-0.4%,13.5%,-1.3%,25.0%,1.7%,-7.7%,?,5.0
OC[C@@H]1CN(Cc2ccc(F)cc2)C[C@H](n2cnc3c(Nc4ccccc4)ncnc32)O1,12.1%,8.0%,.,.,6.4%,0.0%,0.8%,59.7,3.8
Cc1nn(C)c(Oc2cccc(C(F)(F)F)c2)c1C#N,9.7%,13.2%,0.1%,5.3%,-1.1%,15.8%,-10.8%,19.6,8.1
CCOC(=O)c1c(N)nn(C(=O)c2ccccc2)c1-c1ccccc1,-6.8%,-4.5%,7.6%,23.6%,3.5%,22.3%,-2.9%,0.0,-7.1
N#Cc1cc2c(nc1SCc1ccccc1)CCCC2,17.6%,19.3%,-1.3%,2.4%,-17.1%,1.4%,16.2%,24.7,-3.8
Cc1cc2cc(CNC(=O)NC3CCCCC3)ccc2n1C,-1.0%,7.2%,-0.4%,-15.1%,14.9%,5.3%,-8.2%,-11.9,1.3
Cc1ccc(Cn2ccc(NC(=O)c3cc(-c4ccc(F)cc4)on3)n2)cc1,-0.3%,1.6%,?,-0.2%,-6.1%,2.1%,0.1%,4.7,11.9
Cc1ccc(C(=O)N(CC(=O)NC2CCCCC2)c2ccccc2C)s1,6.6%,-4.7%,-2.7%,-2.3%,?,6.5%,2.0%,-22.3,-6.5
O=C(COC(=O)C1CCCCC1)Nc1ccc([N+](=O)[O-])cc1,1.3%,10.8%,-3.9%,-6.4%,4.2%,4.0%,-8.6%,16.7,-5.9
NC(=O)[C@@H]1CCCN1C(=O)[C@@H](Cc1cnc[nH]1)NC(=O)[C@@H]1CCC(=O)N1,-0.1%,-5.6%,-6.0%,-4.1%,-0.1%,-1.4%,-15.0%,14.0,-11.7

# Complete entries as entered above. Screens in order: HT1080-NT tox | HT1080 IDH1KD tx | MCF10A rerep | SW480 rerep | KB-V1 cytotox | KB-3-1 tox | HEK293 tox | IL-1B inflam inh | DRD3 agonist
# O=C(COC(=O)C1CCCCC1)Nc1ccc([N+](=O)[O-])cc1 as listed: 1.3% | 10.8% | -3.9% | -6.4% | 4.2% | 4.0% | -8.6% | 16.7 | -5.9
# Cc1ccc(Cn2ccc(NC(=O)c3cc(-c4ccc(F)cc4)on3)n2)cc1 as listed: -0.3% | 1.6% | ? | -0.2% | -6.1% | 2.1% | 0.1% | 4.7 | 11.9
